# High-throughput results from PubChem.
# MCF10A rerep – A quantitative high throughput screen for small molecules that induce DNA re-replication in MCF 10a normal breast cells | Potency, µM (top dose mostly 46.1 µM), inactives show at the top dose activity, positive = re-replication, most hits filed as activators | AID 624296, 2012 | hit rate 2.9% among 350,000 | MCF 10A DNA re-replication, Hoechst nuclear intensity, 48 h; note: potency is the fitted concentration of half-maximal effect; % of control where 0% means no effect; nearly all actives have a fitted effect of over 50% in size
# SW480 rereplic – A quantitative high throughput screen for small molecules that induce DNA re-replication in SW480 colon adenocarcinoma cells | hit rate 1.8% among 340,000 | SW480 DNA re-replication, Hoechst DNA content imaging, 48 h | Potency, µM (doses to about 46.1 µM), inactives show at the top dose re-replication activation, most hits filed as activators; note: potency is the fitted concentration of half-maximal effect; % of control where 0% means no effect; nearly all actives have a fitted effect of over 55% in size
#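 First, 250 cells per well were seeded. Next, compound or vehicle (23 nL) was pinned in, plates sat 48 hr at 37 C. Finally Hoechst was added for 40 min before fluorescence scanning.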
# KB-V1 cytotox – qHTS assay for MDR1-selective chemotherapeutics: Primary screen using the drug-selected MDR subline cells KB-V1; hit rate 3.4% among 400,000; Potency, µM (titrated, usually from 46.1 µM), without a hit: at the highest dose activity change, negative = cytotoxicity, actives largely listed as cytotoxic; KB-V1 MDR cells viability, CellTiter-Glo, 72 h; note: potency is the fitted concentration of half-maximal effect; % is set by controls: 0 for no effect and ±100 for the full control effect; nearly all actives have a fitted effect of over 60% in size
#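 KB-V1 cells (P-gp-expressing MDR subline of KB-3-1) in phenol-red-free DMEM with 10% FBS were exposed to library compounds over a concentration series for 72 h at 37 degrees C. Viability read by CellTiter-Glo luminescence; concentration-effect curves fitted after normalization.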
# WRN helicase inh – qHTS for Inhibitors of WRN Helicase; Bifunctional 3'-5' exonuclease/ATP-dependent helicase WRN (Homo sapiens), Q14191; WRN helicase unwinding, fluorescent forked duplex, kinetic; Potency, µM (highest dose often 114 µM), without a hit: at the top dose activity change, negative = inhibition, usual class: inhibitors; hit rate 0.46% among 360,000; note: potency is the fitted concentration of half-maximal effect; % is set by controls: 0 for no effect and ±100 for the full control effect; nearly all actives have a fitted effect of over 55% in size
# Target sequence (Q14191 whole entry, looked up): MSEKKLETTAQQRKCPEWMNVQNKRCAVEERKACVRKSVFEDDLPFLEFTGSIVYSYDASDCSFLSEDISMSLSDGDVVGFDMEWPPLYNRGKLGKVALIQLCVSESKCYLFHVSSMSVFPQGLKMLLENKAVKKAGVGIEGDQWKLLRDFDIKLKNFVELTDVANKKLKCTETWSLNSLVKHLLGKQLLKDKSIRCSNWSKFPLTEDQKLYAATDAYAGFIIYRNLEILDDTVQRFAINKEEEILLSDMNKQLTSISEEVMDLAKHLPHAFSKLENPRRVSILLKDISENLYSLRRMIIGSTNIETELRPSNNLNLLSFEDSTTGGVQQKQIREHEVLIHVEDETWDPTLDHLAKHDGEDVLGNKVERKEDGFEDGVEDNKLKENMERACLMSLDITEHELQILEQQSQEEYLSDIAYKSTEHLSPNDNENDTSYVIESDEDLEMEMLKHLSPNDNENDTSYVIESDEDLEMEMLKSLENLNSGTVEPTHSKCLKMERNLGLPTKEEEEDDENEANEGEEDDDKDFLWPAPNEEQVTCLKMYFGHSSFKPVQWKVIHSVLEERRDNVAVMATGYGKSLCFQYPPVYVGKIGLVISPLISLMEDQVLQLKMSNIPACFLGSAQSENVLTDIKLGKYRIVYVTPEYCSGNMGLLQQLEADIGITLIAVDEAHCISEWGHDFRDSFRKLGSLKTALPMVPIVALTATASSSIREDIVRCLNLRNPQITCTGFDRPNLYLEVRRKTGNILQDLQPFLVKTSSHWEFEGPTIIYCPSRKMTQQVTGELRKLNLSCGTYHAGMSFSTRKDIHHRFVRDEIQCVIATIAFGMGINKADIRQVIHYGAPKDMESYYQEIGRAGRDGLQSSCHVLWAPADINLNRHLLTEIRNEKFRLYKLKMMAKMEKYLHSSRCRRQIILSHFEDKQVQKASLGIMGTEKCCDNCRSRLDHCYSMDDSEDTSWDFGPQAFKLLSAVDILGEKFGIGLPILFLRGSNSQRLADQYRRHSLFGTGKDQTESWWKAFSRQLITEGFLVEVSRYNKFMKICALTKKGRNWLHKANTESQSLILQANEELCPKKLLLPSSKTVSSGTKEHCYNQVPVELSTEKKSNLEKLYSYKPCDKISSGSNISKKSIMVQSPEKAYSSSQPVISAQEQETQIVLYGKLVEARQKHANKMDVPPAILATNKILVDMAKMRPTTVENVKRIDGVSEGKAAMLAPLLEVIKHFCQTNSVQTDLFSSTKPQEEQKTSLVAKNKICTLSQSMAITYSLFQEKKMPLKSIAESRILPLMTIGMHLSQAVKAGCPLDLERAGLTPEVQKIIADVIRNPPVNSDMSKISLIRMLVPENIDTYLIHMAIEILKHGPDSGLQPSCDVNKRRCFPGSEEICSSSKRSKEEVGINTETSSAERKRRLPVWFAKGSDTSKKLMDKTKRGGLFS
#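 Primary qHTS, 1536-well format. 20 nM WRN + compound, 15 min RT; start with 100 nM forked fluorophore/quencher duplex, 2 mM ATP (final); kinetic read ex 525/em 598 nm.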
# HT1080 IDH1KD tx – qHTS for induction of synthetic lethality in tumor cells producing 2HG: qHTS for the HT-1080-IDH1KD cell line. AID 686971, 2013. HT-1080 IDH1 knockdown viability, ATP luminescence, 48 h. hit rate 2% among 360,000. Potency, µM (series often up to 46.1 µM), without a hit: top-dose activity, negative = toxicity, most hits filed as cytotoxic;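 note: potency is the fitted concentration of half-maximal effect; 0% = DMSO wells and -100% = cell-free medium wells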
#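 CellTiter-Glo luminescence after 48 h compound exposure at 37 degrees C of IDH1-knockdown HT-1080 cells in 5% FBS RPMI. %Activity scaled between DMSO wells and cell-free media wells, with curves fitted and assigned curve classes.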
# ATXN2 expr inh – Primary qHTS for Inhibitors of ATXN expression; HEK-293 ATXN2-luciferase reporter, luminescence, 24 h; Potency, µM (top dose mostly 57 µM), inactives show at the top dose activity change, negative = inhibition, usual class: inhibitors; hit rate 0.72% among 360,000; note: potency is the fitted concentration of half-maximal effect; % is set by controls: 0 for no effect and ±100 for the full control effect; nearly all actives have a fitted effect of over 55% in size
#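 qHTS (up to 57 uM final) was run with 24 h compound exposure of reporter cells at 37 °C. Each well was multiplexed: SteadyGlo luminescence measured ATXN2-luciferase expression after a fluorogenic Gly-Phe-AFC viability readout (25 uM final).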
# IL-1B inflam inh – qHTS for Inhibitors of Inflammasome Signaling: IL-1-beta AlphaLISA Primary Screen | THP-1 LPS/ATP IL-1B secretion, AlphaLISA, 16 h; hits give low values | activity change, % at 57.5 µM | hit rate 4.7% among 360,000 | AID 743279, 2014; in the data active = activity change below about -50%; inconclusive = mostly about -30% to -49%; note: % is set by controls: 0 for no effect and ±100 for the full control effect
#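 Secreted IL-1B measured by AlphaLISA bead assay after 16 h compound exposure of THP-1 cells; compounds (final up to 57.5 uM) added 1 h before LPS (250 ng/mL) and ATP (1.25 mM) stimulation; lower signal means less secretion.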
# KB-3-1 tox – qHTS assay for MDR1-selective chemotherapeutics: Primary screen using the parental adenocarcinoma cell KB-3-1. AID 1347075, 2019. hit rate 1.4% among 400,000. Potency, µM (series often up to 46.1 µM), for inactives: at the top dose activity change, negative = cytotoxic, usual class: cytotoxic. KB-3-1 viability, CellTiter-Glo ATP luminescence, 72 h; note: potency is the fitted concentration of half-maximal effect; % is set by controls: 0 for no effect and ±100 for the full control effect; nearly all actives have a fitted effect of over 60% in size
#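 Cells are dispensed, compounds pinned in, plates held at 37 °C for 72 h, then CellTiter-Glo is added and luminescence read after 10 minutes. Cell line: parental KB-3-1 in phenol-red-free DMEM, 10% FBS.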
# HT1080-NT tox – qHTS for induction of synthetic lethality in tumor cells producing 2HG: qHTS for the HT-1080-NT fibrosarcoma cell line; hit rate 1.6% among 360,000; HT-1080-NT fibrosarcoma viability, CellTiter-Glo ATP luminescence, 48 h; Potency, µM (highest dose often 46.1 µM), without a hit: at the highest dose activity, negative = less viability, hits mostly cytotoxic;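 note: NT is the 2HG producing partner of a matched IDH1 knockdown line; potency is the fitted concentration of half-maximal effect; 0% = DMSO-treated cells and -100% = media-only wells without cells; nearly all actives have a fitted effect of over 55% in size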
#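 A 48-hour cytotoxicity screen used HT-1080-NT cells plated 2 hours before compound delivery. ATP-based CellTiter-Glo luminescence measured viability, normalized to DMSO and no-cell controls.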
# * marks the source's active call; other numbers are inactive results; u = inconclusive; x = not tested or not shown; & = joins results of further samples; [ ] = dose if it differs, or a comment. Unless noted, calls come from the whole dose curve; as a rule, active = well fitted curve in the direction sought with a large enough effect; inconclusive = small, poorly fitted or top-dose-only effect, or another doubt; inactive = no such curve, though single readings can be large; an effect the other way counts as inactive or inconclusive.
SMILES,MCF10A rerep,SW480 rereplic,KB-V1 cytotox,WRN helicase inh,HT1080 IDH1KD tx,ATXN2 expr inh,IL-1B inflam inh,KB-3-1 tox,HT1080-NT tox
CCOc1ccc(CN(C)C(=O)CCc2ccc(S(=O)(=O)N3CCCCCC3)cc2)cc1,19%,4%,u,-12%,-19%,u,u,u,-11%
Cc1ccc(N(CCC#N)C(=O)COC(=O)c2ccccc2SCC(=O)N2CCCC2)cc1,3%,-4%,u,8%,1%,3%,15,19%,8%
CC(=O)c1c(C)[nH]c(C(=O)Nc2ccc(Cl)c(S(=O)(=O)N3CCOCC3)c2)c1C,12%,-16%,0%,-26%,-12%,18%,121,u,-1%
Cc1csc(NC(=O)CSc2nc3sc(C)c(C)c3c(=O)[nH]2)n1,1%,6%,-23%,-18%,-2%,3%,12,0%,-2%
COc1ccc(N(CC(=O)N2CCOCC2)S(=O)(=O)c2ccccc2)cc1Cl,-8%,-3%,x,-25%,-4%,-9%,-1,x,0%
CCOc1ccc2[nH]c(=O)c(CN(CCc3ccccc3)C(=O)N3CCOCC3)cc2c1,0%,-6%,15µM*,-1%,-1%,-6%,2,0%,8%
O=C(COC(=O)Cc1ccsc1)NCC12CC3CC(CC(C3)C1)C2,8%,-1%,3%,2%,2%,5%,13,3%,4%
O=C(NCc1cccnc1)c1ccc(COc2ccccc2Cl)cc1,5%,u,-14%,-2%,0%,x,3,5%,-14%
CC(C)(C)NC(=O)Cn1nc(C(F)(F)F)c2c1CCCC2,5%,-8%,-7%,-4%,3%,-1%,0,8%,4%
CCOc1ccc(/C=N/NC(=O)c2ccccc2Cl)cc1CN1CC2CC(C1)c1cccc(=O)n1C2 (stereo unspecified),u,-22%,-28%,-9%,-19%,16%,-4,0%,-28%
O=S(=O)(c1cccc(Br)c1)N1CCN(c2ncnc3scc(-c4ccccc4)c23)CC1,0%,-9%,u,-7%,-2%,x,55,-3%,4%
COc1ccc2[nH]c3c(c2c1)CCN1C(=O)N([C@@H](C)C(=O)NC2CCCC2)C(=O)[C@]31C,0%,u,0%,7%,10%,0%,-8,0%,7%
O=C(NNc1ccc([N+](=O)[O-])cc1)C1CC2CCCC(C1)C2=O (stereo unspecified),u,0%,12%,-7%,-2%,-7%,20,-5%,-24%
Fc1ccc2cnc(-c3ccccc3F)cc2c1,18µM*,-14%,7%,6%,18%,27%,16,2%,12%
Cc1n[nH]c(C)c1CCCCOc1ccccc1,-3%[9.22 µM],-52%[inhibitor],u,-6%,0%,-9%,21,-12%,-11%
CCN=c1scc(-c2ccco2)n1/N=C/c1ccc(O)cc1,23µM*,3%,8%,-3%,21%,58%[activator],-30,9%,11%
Cc1ccn2cc(C(=O)NC3CCN(Cc4ccccc4)CC3)nc2c1,-33%[inhibitor],-4%,-28%,-12%,u,-9%,u,-10%,-20%
CC1CCc2c(C(=O)NCCCN3CCOCC3)csc2C1 (stereo unspecified),19%,-7%,3%,-4%[57.1 µM],9%[9.24 µM],-4%,4,20%,2%
Cc1ccc(NC(=O)CCNC(=O)Nc2ccccc2)cc1S(=O)(=O)N(C)C,4%,0%,10%,6%,-2%,-13%,-11,6%,8%
CC(CCc1ccccc1)NC(=O)C1CCN(c2nnc(-n3cccc3)s2)CC1 (stereo unspecified),7%,-17%,-12%,0%,-16%,5%,8,1%,2%
CCCn1nc(NC(=O)c2ccco2)c2cc3ccccc3nc21,16µM*,18µM*,u,-5%,2%,-19%,-4,u,-1%
CC/C(=N\NC(=O)CSc1ncccn1)c1ccc2c(c1)OCCO2,0%,-320%[inhibitor],-31%,13%,1%,-6%,0,0%,1%
COc1ccc(NC(C)=O)cc1NC(C)C(=O)Nc1ccccc1F (stereo unspecified),0%,-6%,2%,1%,15%,-4%,-3,17%,8%
COc1ccc(C2(CNC(=O)c3cccs3)CCOCC2)cc1,-11%,-7%,-18%,18%,4%,-1%,25,-10%,6%
COc1ccc(CN=C2NN=C(c3cccc(OC)c3)CS2)cc1,u,u,-27%,-5%,1%,29%,3,-1%,7%
Cc1cc(-c2nc(-c3ccc(C(C)(C)C)cc3)no2)no1,0%,u,u,-4%,-3%,x,-25,-20%,-10%
NS(=O)(=O)c1ccc(NC(=O)COC(=O)COc2ccc(Br)cc2)cc1,-7%,-7%,0%,-3%,-4%,-3%,4,1%,0%
N#Cc1ccc(NC(=O)CN2CCN(c3ccccn3)CC2)cc1,-5%,0%,5%,-5%,-15%,-14%,0,-5%,-7%
CCN(CC)C(=O)c1ccc2c(=O)n(CCOC)c(=S)[nH]c2c1,-2%,0%,-2%,11%,-2%,0%,16,-6%,0%
O=C(O)C1CSC(c2ccccc2Cl)N1C(=O)c1ccc(Cl)cc1 (stereo unspecified),0%,-6%,0%,3%,-2%,-1%,6,4%,-2%
Cc1ccc(Nc2ccc(-n3ccnc3)nn2)cc1C,-12%,-1%,-5%,-11%,-1%,7%,-15,5%,2%
N#Cc1c(-c2ccccc2)nc(SCC(=O)Nc2ccccc2)[nH]c1=O,u,7%,-7%,-15%,1%,10%,19,7%,0%
O=C(NCCN1CCOCC1)c1ccc2c(c1)N(Cc1cccc(Cl)c1)C(=O)c1ccccc1S2(=O)=O,x,x,30%,1%,-11%,x,u,-11%,-12%
COCCNC(=S)N(CCc1c(C)[nH]c2ccc(Cl)cc12)Cc1cccnc1,23%,14%,-2%,-1%,-1%,x,u,-6%,-7%
COC1CCN(C(=O)CC2C(=O)NCCN2CC2CCCCC2)CC1 (stereo unspecified),-7%,-8%,0%,1%,9%,-3%,-9,-23%,6%
CN(Cc1cccs1)C(=O)CCNS(=O)(=O)c1ccc(Br)cc1,3%,-6%,6%,2%,-1%,-12%,6,-8%,0%
O=S(=O)(NCC(c1ccco1)N1CCOCC1)c1ccc(Cl)cc1 (stereo unspecified),-1%,1%,-2%&-18%,11%,-9%,-12%&-3%,2,-1%&2%,0%
O=C(O)c1cc(/C=C/c2ccc(N3CCOCC3)cc2)nc2ccccc12,7%,1%,10µM*,u,u,u,42,-28%,23µM*
COc1ccc(C(=O)Nc2cc3c(cc2N2CCOCC2)n(C)c(=O)n3C)cc1OC,1%,9%,1%,1%,6%,1%,15,13%,4%
CCOc1ccc(NC(=S)N2CCN(CCN3C(=O)c4cccc5cccc(c45)C3=O)CC2)cc1,-2%,-21%,12%,-2%[11.6 µM],11%,x,11,-1%,24%
CC(C)(C)Cc1nnc(NS(=O)(=O)Cc2ccccc2)s1,-2%,-33%[inhibitor],-8%,0%,6%,24%,6,7%,12%
O=C(c1ccccc1-c1nc(-c2ccc(Cl)cc2)no1)N1CCCC1,u,u,-27%,-19%,u,10%,-21,-13%,-25%
O=C(NCc1ccon1)C1CCC(=O)N(CCc2cccc(F)c2)C1 (stereo unspecified),23%,10%,x,-17%,-1%,-3%,6,x,0%
CN(C)S(=O)(=O)c1ccc(N2CCCC2)c(C(=O)Nc2cccc(F)c2)c1,2%,0%,0%,-3%,8%,1%,7,16%,2%
C1CCC(Nc2nnnn2C2CCCCC2)CC1,6%,-1%,11%,7%,18%,17%,0,8%,13%
CC(C)(C)c1ccc(C(=O)N2CCN(Cc3ccccc3)CC2)cc1,5%,-6%,-13%,11%,1%,x,-2,0%,9%
O=C(c1ccc2nc(Cc3cccc(Cl)c3)oc2c1)N1CCC(CO)CC1,12%,2%,-1%,-3%,2%,19%,-4,-4%,2%
NNC(=O)COc1ccc(F)cc1,9%,-5%,0%,9%,-28%,17%,9,8%,-4%
O=c1c2cc(N3CCOCC3)ccc2[nH]c(=S)n1CCCN1CCCCCC1,1%,-10%,0%,-18%,-5%,x,-7,-6%,-12%
OC[C@H]1O[C@@H](c2nc3ccc(-c4nc(-c5ccc(Br)cc5)no4)cc3[nH]2)C[C@@H]1O,x,x,-5%,7%,18µM*,-49%,34,0%,18µM*

# (cont.)
SMILES,MCF10A rerep,SW480 rereplic,KB-V1 cytotox,WRN helicase inh,HT1080 IDH1KD tx,ATXN2 expr inh,IL-1B inflam inh,KB-3-1 tox,HT1080-NT tox
CCn1c(SCC(=O)Nc2ccccc2OC)nc2ccccc2c1=O,u,27%,u,-8%,-8%,u,-72*,-6%,1%
Cc1ccc(S(=O)(=O)N(C)CC(=O)Nc2cccc(C)n2)cc1,u,-15%,-24%,4%,0%,-3%,-7,-1%,-1%
Cc1cc(C)n2[nH]c(=O)c(N=Nc3cccc(C(F)(F)F)c3)c2n1,-3%,2%,-26%,-6%,-4%,u,2,-6%,-7%
Cn1c(NCc2ccccc2)cc(=O)n(C)c1=O,-2%,-2%,30%,-9%,1%,0%,21,4%,2%
CCc1nc2c(OCC(=O)c3ccc(F)cc3)cccn2c1N(C)C(=O)COc1ccccc1,x,x,-2%,-5%,2%,-22%,-15,0%,-19%

# Arranged by the number under IL-1B inflam inh (largest number first): some entries from above.
Compound,WRN helicase inh,IL-1B inflam inh
Cn1c(NCc2ccccc2)cc(=O)n(C)c1=O,-9%,21
Cc1cc(C)n2[nH]c(=O)c(N=Nc3cccc(C(F)(F)F)c3)c2n1,-6%,2
CCc1nc2c(OCC(=O)c3ccc(F)cc3)cccn2c1N(C)C(=O)COc1ccccc1,-5%,-15
